High-throughput results as filed in PubChem BioAssay.
tim23-1 inh: growth inhibitors of tim23-1 mutant yeast; inhibition, % at 20 µM; S. cerevisiae tim23-1 growth, BacTiter-Glo luminescence, 24 h; AID 463212; actives 1.3% (n = 330,000);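 active means growth inhibition of the mutant yeast at or above 50%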;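 further: temperature-sensitive mutant grown at 25 °C; plate controls were DMSO-treated mutant yeast for no effect and medium wells lacking yeast for full effect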
CXCR6 block: blocks human CXCR6 beta-arrestin recruitment; O00574; CHO-K1 PathHunter CXCR6 beta-arrestin, luminescence; inhibition, % at 20 µM; actives 0.36% (n = 360,000); AID 602244; in the data active means inhibition above about 34%, passing the limit was not always enough;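 further: antagonist mode with CXCL16 agonist at 10 nM final; 0% = 10 nM CXCL16 with DMSO and 100% = unstimulated wells without agonist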
Target sequence (O00574 whole entry, looked up): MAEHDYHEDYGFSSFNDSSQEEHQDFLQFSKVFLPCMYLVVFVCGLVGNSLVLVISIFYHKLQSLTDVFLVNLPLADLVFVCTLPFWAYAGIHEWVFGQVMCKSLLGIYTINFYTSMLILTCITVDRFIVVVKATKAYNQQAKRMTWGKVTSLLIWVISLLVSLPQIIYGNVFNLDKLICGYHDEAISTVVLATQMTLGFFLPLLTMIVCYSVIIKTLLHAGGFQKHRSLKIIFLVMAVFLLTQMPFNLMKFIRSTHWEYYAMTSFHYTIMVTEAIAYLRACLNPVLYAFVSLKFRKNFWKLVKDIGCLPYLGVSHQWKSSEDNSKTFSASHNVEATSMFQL
Mdm2-MdmX inh: inhibitors of human Mdm2/MdmX interaction. O15151+Q00987. SaOS-2 split-luciferase Mdm2/MdmX complementation, luminescence. inhibition, % at 8 µM. actives 3% (n = 330,000). AID 485346;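 active means inhibition of at least 50% at 8 µM in the primary screen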
EBI2 antag: antagonists of human EBI2 receptor; P32249; EBI2 beta-arrestin recruitment, luminescence, 7a,25-OHC stimulated; inhibition, % at 5 µM; AID 651636; actives 0.81% (n = 360,000); in the data active means inhibition above about 38%;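 further: enzyme fragment complementation signal reports receptor beta-arrestin coupling in cells; 0% = agonist plus DMSO wells and 100% = wells without agonist; some results beyond the cut were filed as inactive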
Target sequence (P32249 whole entry, looked up, the tested form may be a part): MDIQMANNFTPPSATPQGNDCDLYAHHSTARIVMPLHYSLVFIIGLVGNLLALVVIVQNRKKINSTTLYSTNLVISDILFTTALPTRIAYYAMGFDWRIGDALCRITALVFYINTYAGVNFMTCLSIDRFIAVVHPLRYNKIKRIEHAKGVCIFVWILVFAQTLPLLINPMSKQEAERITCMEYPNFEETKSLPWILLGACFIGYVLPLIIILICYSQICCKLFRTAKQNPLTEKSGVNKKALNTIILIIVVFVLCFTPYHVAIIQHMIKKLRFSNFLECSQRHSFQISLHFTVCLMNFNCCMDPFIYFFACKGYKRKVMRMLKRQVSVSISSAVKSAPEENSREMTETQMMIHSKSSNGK
CHOP UPR activ: activators of apoptotic arm of unfolded protein response (CHOP); CHO-CHOP luciferase reporter, UPR activation, luminescence; percent of tunicamycin response over DMSO baseline; activation, % at 10 µM; actives 0.34% (n = 330,000); AID 449763;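 active means at 10 µM dose, activation of 40% or more, normalized to positive control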;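 further: 100% = tunicamycin at 10 µg/mL and 0% = DMSO alone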
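assay system = CHO CHOP reporter cells | amount = 500 CHO-CHOP cells per well | buffer or medium = F12 with 10% FBS | incubation = 16-18 h cell attachment, then 6 h compound exposure, 37 °C | detection = luminescence read with Steady-Glo | read-out = percent activation relative to tunicamycin control | controls = tunicamycin high control, DMSO low control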
CCR6 antagonist: antagonists of human CCR6 receptor; inhibition, % at 20 µM; P51684; CHO-K1 CCR6 PathHunter beta-arrestin, luminescence, CCL20-stimulated; actives 0.49% (n = 340,000);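 active means compounds whose inhibition of the agonist-driven luminescence signal at 20 µM reaches about 50%, limit read from the data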;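 further: cells stimulated with CCL20 at 14 nM final; plate controls were DMSO with CCL20 for no effect and DMSO without agonist for full effect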
Target sequence (P51684 whole entry, looked up): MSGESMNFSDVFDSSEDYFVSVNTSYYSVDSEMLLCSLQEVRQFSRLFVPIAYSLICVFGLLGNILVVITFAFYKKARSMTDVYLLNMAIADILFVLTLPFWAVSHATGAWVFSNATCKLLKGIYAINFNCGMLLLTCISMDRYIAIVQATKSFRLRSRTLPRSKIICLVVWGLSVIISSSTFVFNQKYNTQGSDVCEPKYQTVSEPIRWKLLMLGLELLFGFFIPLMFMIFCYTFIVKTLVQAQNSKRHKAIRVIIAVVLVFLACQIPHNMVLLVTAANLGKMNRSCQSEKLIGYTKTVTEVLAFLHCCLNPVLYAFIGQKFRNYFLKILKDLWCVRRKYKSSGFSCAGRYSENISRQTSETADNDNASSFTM
APJ agonist: agonists of human APJ apelin receptor. actives 0.11% (n = 330,000). activation, % at 20 µM. AID 2520. P35414. CHO-K1 APJ PathHunter beta-arrestin, luminescence; 0% DMSO wells, 100% apelin;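 active means activation more than six SD over the plate average, tested at 20 µM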;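 further: 0% = DMSO alone and 100% = apelin-13 at 10 nM; some results filed as inactive read as strong as hits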
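Assay system: engineered CHO-K1 APJ arrestin reporter cells; Amount: 1000 CHO-K1 reporter cells seeded per well; Dosing: one dose, 20 µM compound, 1% DMSO; Times: compound stimulation 90 min at 25 °C, detection 60 min; Measured by: luminescent beta-gal fragment complementation, chemiluminescent substrate; Read-out: APJ–arrestin association signal; Controls: DMSO vs Apelin-13 10 nM.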
APJ antag: APJ receptor antagonism; CHO-K1 APJ beta-arrestin complementation, luminescence; actives 0.32% (n = 330,000); P35414; inhibition, % at 20 µM;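 active means inhibition above about 40% at 20 µM, limit read from the data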;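 further: cells challenged with 10 nM apelin-13 agonist together with compound; plate controls were apelin-13 plus DMSO wells for no effect and DMSO wells lacking apelin-13 for full effect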
UPR XBP1 act: activators of adaptive arm of unfolded protein response (XBP1). actives 0.33% (n = 330,000). CHO-XBP1 luciferase reporter, IRE1-XBP1 UPR activation, luminescence; percent of tunicamycin response, DMSO as zero. activation, % at 20 µM;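 active means versus positive control, 20 µM dose yields 30% or more activation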;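 further: 100% = tunicamycin at 10 µg/mL and 0% = DMSO only wells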
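assay system = CHO-XBP1 luciferase reporter cells | amount = 1000 cells/well | buffer or medium = F12 plus 10% FBS | compound dosing = single point, 20 µM final compound, 1% DMSO | incubation = 16-18 h cell attachment at 37 °C, then 6 h compound exposure | detection = Steady-Glo luminescence read | controls = tunicamycin 10 µg/mL and vehicle-only wells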
Active calls of the source: *; nt = not tested or not shown.

compound	tim23-1 inh	CXCR6 block	Mdm2-MdmX inh	EBI2 antag	CHOP UPR activ	CCR6 antagonist	APJ agonist	APJ antag	UPR XBP1 act
CN(C)CCC(O)c1ccccc1 (stereo unspecified)	7	-3	15	-5	-0.7	8	2	10	-2
COc1ccc(NC(=O)COc2ccc(/C=C/c3cccc[n+]3C)cc2OC)cc1	-18	2	0	0	0.6	-10	0	5	-5
c1cc2c3c(cccc3c1)C(N1CCCCCC1)=N2	5	1	22	-3	1.1	1	-1	5	2
COc1ccc(C(=O)Nc2nnc(C)s2)cc1S(=O)(=O)N1CCOCC1	-3	3	18	-5	-0.3	7	-3	17	-2
c1ccc(OCCN2CCOCC2)cc1	9	2	10	-4	-0.6	4	-4	4	-2
O=C(Nc1cccc(CCc2ccccn2)c1)c1ccc(Cl)cc1	30	nt	-19	nt	1.6	nt	-3	-1	1
COc1ccc(-c2c(C(C)=O)c(C)n(C)c2C)cc1	8	-4	40	3	1.0	11	4	2	-1
Cn1c(CN2CCN(CCO)CC2)c(C#N)c2ccccc21	-18	-1	19	-1	-0.9	-1	-2	25	-1
COCc1cc(C)nc(SCC(=O)Nc2cc(C(F)(F)F)ccc2N2CCOCC2)c1C#N	27	9	38	18	-2.8	11	1	17	-4
Cc1ccc(C(=O)COC(=O)CNC(=O)c2ccc(Br)o2)cc1[N+](=O)[O-]	-1	22	-5	9	-0.7	36	-14	48*	1
CCN(CC)S(=O)(=O)c1ccc(C)c(NC(=O)CNCc2ccccc2OC)c1	25	-5	3	6	-2.2	9	-3	-7	-1
COc1nc(Nc2ccc(-c3nc4ccccc4o3)cc2)nc(N2CCOCC2)n1	15	-4	5	18	5.1	-10	-1	-36	1
CC(C)Nc1nc(-c2ccccn2)nc(-c2ccccc2)c1C#N	24	5	35	-17	0.5	16	-4	14	2
C#CC[N+]1(CC#Cc2cccc(C)c2)CCCCC1	0	3	7	-5	-0.5	3	-1	19	0
Cn1c(=O)c2c(nc(NCCO)n2C)n(C)c1=O	4	5	15	6	1.2	-7	-3	2	-1
Nc1nonc1N/N=C/c1c(O)ccc2ccccc12	12	-27	13	4	-1.2	-4	1	-21	2
Cc1cc(CNC(=O)c2ccc(C)c([N+](=O)[O-])c2)c2ccccc2n1	7	-3	5	-4	-0.1	-6	0	-8	-2
C=CCNC(=O)c1ccccc1NS(=O)(=O)c1ccc(OC)c(C(=O)N2CCOCC2)c1	4	-6	0	5	1.4	9	-1	-1	-2
COc1ccc(Nc2nc(N)c([N+](=O)[O-])c(NC3CCCCC3)n2)cc1	62*	2	70*	6	1.4	18	-6	4	53*
COc1ccc(C(=O)Nc2ccc(NC(=O)c3ccco3)c(Cl)c2)cc1OC	13	-2	21	-7	-0.3	3	4	-5	1
C=CCOc1ccccc1C(=O)/C=C1/C(=O)Nc2ccccc21	89*	12	78*	53*	152*	45	3	18	-10
O=C(c1cccc(Oc2ccccc2)c1)N1CCOCC1	4	-10	9	-9	-0.7	11	4	14	0
Cc1cc(C)n(-c2cccc(F)n2)n1	10	-2	-36	-7	-0.1	0	1	0	-1
FC(F)(F)c1cccc(OCCN2CCN(Cc3ccccc3)CC2)c1	-223	7	19	2	0.7	19	-2	9	1
Cc1cccc(C)c1NC(=O)CCS(=O)(=O)c1cccc2nsnc12	7	1	-1	2	2.3	30	-8	4	-1
Cn1c(=O)c(=O)n(C)c2cc(S(=O)(=O)N3CCc4ccccc43)ccc21	17	-4	0	-4	-2.7	-10	-4	-1	0
C=CCOC(=O)C1=C[C@@H](c2ccccc2)C[C@@H](OCc2ccc(CO)cc2)O1	25	-6	11	7	-0.5	23	-5	19	-2
COc1ccccc1N(CC(=O)N1CCCC1)S(=O)(=O)c1ccc(C)cc1	17	-3	-7	-1	0.8	3	0	20	-2
O=C(Oc1ccc(Br)cc1C(=S)N1CCCC1)c1ccccc1Cl	31	-5	9	-18	0.2	13	-4	25	-3
COC(C)(C)[C@H](O)COc1c2ccoc2cc2oc(=O)ccc12	-5	0	-5	-4	0.4	4	-5	-1	-1

Remaining list, next part.
compound	tim23-1 inh	CXCR6 block	Mdm2-MdmX inh	EBI2 antag	CHOP UPR activ	CCR6 antagonist	APJ agonist	APJ antag	UPR XBP1 act
Cc1ccccc1C(=O)Nc1ccc(N2CCOCC2)nc1	-13	-2	-23	0	6.0	2	-3	0	0
Cc1ccc(/C=N/c2sc3c(c2C#N)CCCCC3)o1	19	-9	46	-12	-1.2	13	-3	9	-7
COc1cc(OC)cc(C(=O)N[C@@H](CCSC)c2nc3ccccc3[nH]2)c1	11	-3	7	2	-0.4	3	-2	-2	0
Cc1ccc(S(=O)(=O)N(C)C)cc1NC(=O)COC(=O)c1ccc2c(c1)OCO2	0	8	-14	-6	-3.0	2	-2	-14	-2
CCC1Oc2ccccc2N(CC(=O)NCCCN2CCOCC2)C1=O (stereo unspecified)	-5	-2	23	4	-2.6	-11	-2	0	-1
O=C(O)CSCCCC(=O)Nc1ccc(Br)cc1	-11	-2	18	7	0.4	2	-3	17	0
O=C(N/N=C\c1ccc(Sc2ccccn2)o1)c1cccc(Br)c1	26	11	0	8	2.9	4	-1	-11	-2
N#CCCN(C(=O)COC(=O)c1ccc(S(=O)(=O)N2CCCC2)cc1)c1cccc(Cl)c1	16	-10	-5	3	0.1	9	-5	-8	1
Cc1ccc(CSc2ccc(-c3ccco3)nn2)cc1	18	-11	-80	1	6.0	4	-2	2	2
CC(C)CN(C(=O)COc1ccc([N+](=O)[O-])cc1)c1c(N)n(CC(C)C)c(=O)[nH]c1=O	26	4	-9	-7	-1.2	8	-3	-11	-1
COC(=O)Cc1cc(=O)n(-c2nc3ccccc3[nH]2)[nH]1	-9	4	-21	-2	-0.4	10	-2	-8	2
COc1ccc(CNC(=O)COc2ccccc2C(=O)c2cnn(-c3ccccc3)c2)cc1OC	7	-5	-131	2	-0.9	2	-3	0	0
CNC(=O)c1ccc(NC(=O)c2cc(S(=O)(=O)N(C)C)ccc2N2CCCC2)cc1	-3	7	17	-12	0.3	2	-3	4	-4
CCOc1ccccc1NC(=O)COC(=O)C(CC)c1ccccc1 (stereo unspecified)	16	2	-19	5	-2.1	20	-5	-12	-2
c1ccc(-c2noc(C34CC5CC(CC(C5)C3)C4)n2)nc1	41	4	-46	-18	5.3	4	-3	18	3
O=C(C(=O)N1CCN(c2ccccc2Cl)CC1)c1c[nH]c2ccccc12	47	-4	16	18	-1.3	7	-1	-10	2
Cc1nc(-c2cccc(NC(=O)c3cccs3)c2)cs1	33	1	-28	-6	2.5	0	0	-4	1
Cc1ccc(C)c(S(=O)(=O)NCc2ccc3c(c2)OCO3)c1	22	12	-7	4	2.4	9	3	16	-2
COc1cccc(-c2nn(C)c3sc(C(=O)NCc4ccco4)cc23)c1	36	7	61*	16	-1.8	19	-4	10	0
COc1ccc(OC)c(-c2cc(C(=O)Nc3c(C)nn(Cc4ccccc4)c3C)no2)c1	16	12	24	3	0.1	9	-3	6	1
COc1ccc(C(O)c2nc3ccccc3n2C)cc1OC (stereo unspecified)	-5	-8	35	5	0.2	-5	-4	12	-3
COc1ccc(O)c(/C=N/N=C2/C(=O)Nc3ccccc32)c1	34	25	15	-28	6.2	13	1	5	1
O=C(CSc1nc2ccc(NC(=O)CSc3nnnn3Cc3ccccc3)cc2s1)Nc1ccccc1	6	-3	50*	-14	3.8	4	5	0	1
O=C(Nc1nc2c(s1)CCCC2)c1ccc(Br)s1	21	5	-173	15	3.7	-12	-1	32	6
Cc1nc(N2CCCCC2)sc1C(=O)c1cccc([N+](=O)[O-])c1	25	-4	-1	-10	2.0	10	-2	0	1
COCC(C)n1c(C)cc(C(=O)Cn2nc(C(=O)O)c3ccccc3c2=O)c1C (stereo unspecified)	15	-10	-22	6	0.4	4	-2	9	-3
Cc1cc(C)c2c(N)c(C(=O)c3ccc(Br)cc3)oc2n1	26	18	25	10	-0.2	-7	0	8	7
O=C(COC(=O)/C=C/c1ccco1)NCc1ccc(Cl)cc1	20	7	18	-2	2.1	2	-1	-1	-3
N/C(Cc1ccc([N+](=O)[O-])cc1)=N\OC(=O)COc1cccc2ccccc12	60*	4	7	11	-2.8	7	-3	-8	-1
CN1CCC(N(C)C(=O)c2cccc(S(=O)(=O)N3CCOCC3)c2)CC1	-9	-2	14	0	-0.2	-2	-1	15	-2

(next part)
compound	tim23-1 inh	CXCR6 block	Mdm2-MdmX inh	EBI2 antag	CHOP UPR activ	CCR6 antagonist	APJ agonist	APJ antag	UPR XBP1 act
O=c1c[n+]([O-])c2ccccc2n1OCc1c(F)cccc1F	1	0	24	-7	1.0	10	-3	4	-3
COc1ccc(C(=O)NCC(=O)OCC(=O)N2CC(C)CC(C)C2)cc1 (stereo unspecified)	5	-6	15	-1	0.3	22	-4	-9	-2
CCN1CCN(c2ccc(S(=O)(=O)N3CCCCC3)cc2NC(=O)c2ccc([N+](=O)[O-])s2)CC1	20	-6	71*	-24	2.2	19	23	-67	-2
O=C1N=C(N2CCc3ccccc3C2)S/C1=C\c1cccc(O)c1	35	8	14	12	0.3	18	-1	13	0
COCCNc1nc2c(c(=O)[nH]c(=O)n2C)n1CCCc1ccccc1	5	-8	20	-1	-2.0	3	-1	-23	-3
Cc1cc(-c2n[nH]c(=S)n2Cc2ccco2)n(C)n1	6	-3	62*	4	-1.0	-13	0	-26	0
Cc1ccc(C(=O)OCC(=O)N2CCC(c3ccccc3)=N2)c(C)c1	24	2	8	-12	2.6	-1	3	8	1
Cc1ccc(Nc2c(-c3ccc(N4CCOCC4)cc3)nc3ncccn23)c(C)c1	27	-8	-8	8	0.4	12	-2	-7	1
Cn1c(=O)c2c(SCC(=O)N3CCCCC3)nc(-c3ccccc3F)nc2n(C)c1=O	4	9	41	3	9.1	8	1	8	19
COc1ccc(C(=O)NC(=S)NCCO)cc1Br	13	8	5	-8	-0.8	-1	-8	4	5
Cc1ccccc1Cn1ccc(-c2ccc(Cl)cc2)c(C#N)c1=O	-10	-3	3	7	-2.9	-3	-5	19	-1
CNC(=O)c1c[nH]c2ccc(S(=O)(=O)Nc3ccccc3F)cc2c1=O	6	0	16	-4	-3.1	-2	1	-5	-6
Cc1ccc(/C=N/NC(=O)CSc2nc3ccccc3n2Cc2ccc(Cl)cc2)o1	39	0	21	26	1.9	-3	13	-10	-1
CCCCn1nnnc1SCC(=O)N1CCN(C(=O)c2ccco2)CC1	1	-3	4	1	-0.3	-11	0	9	2

A portion of the library, so the mix of outcomes need not match the whole.
